PRMT1 inh: PRMT1 (human) inhibition, primary screen; Q99873; inhibition, % at 2.79 µM; AID 652257; 370,000 tested, 1.3% active; recombinant PRMT1, activity-based probe fluorescence polarization;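 active = inhibition above about 21% made by adding two undisclosed values, limit read from the data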
UHRF1 MBD2 ctr: human UHRF1 methylated DNA binding inhibitors | AID 687016 | inhibition, % at 4.4 µM | 370,000 tested, 0.75% active | UHRF1 binding to methylated oligo, TR-FRET; in the data active = inhibition above about 21%;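 also: UHRF1 SRA domain binding a hemimethylated CpG hairpin DNA probe; 0% = median of test compound wells and 100% = reference inhibitor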
GC-A act: GC-A (human) enzyme activation; P16066; HEK293 GC-A cells, cGMP TR-FRET, EC30 ANP; 0% at EC30 ANP, 100% saturating ANP; activation, % at 10 µM; 370,000 tested, 0.14% active; AID 1671463; in the data active = activation above about 40%
GC-B act: GC-B (human) receptor activation; P20594; HEK293-GC-B cells, CNP EC30, cGMP TR-FRET; 0% at EC30 CNP, 100% saturating CNP; activation, % at 10 µM; 370,000 tested, 0.11% active;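 active = activation at 10 µM reaching about 35% in either raw or pattern-adjusted values, limit read from the data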
Target sequence (P20594 whole entry, looked up): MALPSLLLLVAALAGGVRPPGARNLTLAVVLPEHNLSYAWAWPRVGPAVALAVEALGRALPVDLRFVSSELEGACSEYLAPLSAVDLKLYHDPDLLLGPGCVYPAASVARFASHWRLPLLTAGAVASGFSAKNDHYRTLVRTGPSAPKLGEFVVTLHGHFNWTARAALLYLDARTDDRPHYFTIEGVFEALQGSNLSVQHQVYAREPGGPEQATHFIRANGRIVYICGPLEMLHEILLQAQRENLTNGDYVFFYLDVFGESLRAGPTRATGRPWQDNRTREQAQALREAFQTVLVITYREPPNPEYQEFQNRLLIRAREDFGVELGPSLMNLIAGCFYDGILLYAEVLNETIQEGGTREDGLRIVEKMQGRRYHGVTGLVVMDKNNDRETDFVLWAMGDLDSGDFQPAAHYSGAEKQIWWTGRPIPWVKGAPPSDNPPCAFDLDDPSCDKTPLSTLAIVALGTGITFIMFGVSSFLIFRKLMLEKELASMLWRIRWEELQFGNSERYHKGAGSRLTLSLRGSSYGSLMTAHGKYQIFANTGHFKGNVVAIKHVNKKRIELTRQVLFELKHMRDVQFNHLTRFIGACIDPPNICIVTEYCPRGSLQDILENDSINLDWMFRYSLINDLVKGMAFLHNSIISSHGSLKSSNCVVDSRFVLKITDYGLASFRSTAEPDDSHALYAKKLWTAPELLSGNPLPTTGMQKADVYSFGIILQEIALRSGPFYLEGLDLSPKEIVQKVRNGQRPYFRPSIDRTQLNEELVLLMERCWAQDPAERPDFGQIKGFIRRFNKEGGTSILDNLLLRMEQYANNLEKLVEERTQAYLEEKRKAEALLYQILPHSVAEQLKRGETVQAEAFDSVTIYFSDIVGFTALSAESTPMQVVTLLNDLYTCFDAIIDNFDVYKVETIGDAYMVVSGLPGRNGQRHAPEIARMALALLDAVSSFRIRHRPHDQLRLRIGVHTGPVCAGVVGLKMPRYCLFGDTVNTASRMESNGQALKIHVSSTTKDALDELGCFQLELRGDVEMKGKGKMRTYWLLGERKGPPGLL
mABHD4 FP: ABHD4 (mouse) inhibition, primary FP screen; Q8VD66; 370,000 tested, 0.54% active; AID 720543; purified mABHD4, FP-Rh probe fluorescence polarization; inhibition, % at 8.92 µM;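 active = inhibition exceeding the mean over every tested compound plus 3 SD, cut at about 30% in these data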;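 also: 0% = plate median of compound wells and 100% = S159A mutant with DMSO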
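System: mouse ABHD4 enzyme, wild type / Medium: HEPES pH 7.0, NaCl, Pluronic buffer / Reagent: FP-Rh activity-based fluorescent probe / Control set: S159A mutant high control, sample median low control / Detection: fluorescence polarization with parallel and perpendicular emission, 525/598 nm / Schedule: 45 min + 60 min at 25 °C / Compound dosing: 8.92 µM, single dose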
HTRA1 inh: inhibitors of human serine peptidase HTRA1; AID 504803; Q92743; 340,000 tested, 0.5% active; recombinant HTRA1, FP-rhodamine activity-based probe, fluorescence polarization; inhibition, % at 5.96 µM; in the data active = inhibition above about 36%;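 also: 0% = enzyme with DMSO and 100% = wells lacking enzyme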
SIAE inh: human SIAE inhibition, primary screen | Q9HAT2 | SIAE FP-Rh probe binding, fluorescence polarization | inhibition, % at 9.66 µM | 370,000 tested, 0.69% active | AID 1053197;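 active = inhibition above a cutoff: mean of compounds within the control limits plus 3 SD of those, cut at about 17% in these data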;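 also: 0% = plate median of compound wells and 100% = probe without SIAE protein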
TCR CD3 inh: inhibitors of human TCR-CD3 interaction | 360,000 tested, 0.37% active | TAMRA-labeled TCR probe fluorescence, biochemical | AID 651800 | inhibition, % at 9.4 µM; in the data active = inhibition above about 19%;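 also: recombinant mutant TCR 2C K166C tagged with TAMRA read by polarization; 0% = receptor in buffer alone and 100% = receptor with positive control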
rCAG binder: r(CAG) repeat RNA binding; TO-PRO-1 dye displacement fluorescence; inhibition, % at 3 µM; 370,000 tested, 1.3% active; AID 651821;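 active = inhibition above the plate cutoff, the mean of all test compounds on that plate plus 3 SD, cut at about 35% in these data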;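 also: 0% = DMSO alone and 100% = 100 µM mitoxantrone as full dye displacement; higher means more dye released from RNA so lower well fluorescence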
MBD2 DNA inh: MBD2-methylated oligo binding inhibition | TR-FRET, MBD2 binding to methylated oligonucleotide | inhibition, % at 4.4 µM | 370,000 tested, 0.31% active | AID 686964; in the data active = inhibition above about 13%
Starred values were filed as active, the others as inactive; x = not tested or not shown. This is a subset. The share of hits here may be higher or lower than overall.

entry	molecule	PRMT1 inh	UHRF1 MBD2 ctr	GC-A act	GC-B act	mABHD4 FP
1	CCOC(=O)Nc1ccc2c(c1)N(C(=O)CN)c1ccccc1CC2	0	-3	1	4	2
2	Cc1sc2nc(SCC(=O)Nc3c(C)n(C)n(-c4ccccc4)c3=O)n(C)c(=O)c2c1C	4	-3	-1	-1	7
3	Cc1nc([N+](=O)[O-])c(N2CCOCC2)n1Cc1ccccc1	1	-2	-4	2	1
4	Cn1ncc2c(=S)[nH]c(=S)[nH]c21	8	-2	6	9	-2
5	CC(/C=C/c1ccccc1)NC(N)=O (centres undefined)	-4	-2	5	-1	1
6	COc1ccc(S(=O)(=O)NC(C)C(=O)NCc2ccncc2)cc1Cl (centres undefined)	-3	0	2	1	-4
7	Cc1cccc(N2CCN(C(=O)c3ccnn3C)CC2)c1C	1	5	1	-1	-3
8	Cc1cccc(-n2c(O)c(C=NC3CCS(=O)(=O)C3)c3ccccc3c2=O)c1C (centres undefined)	-7	-1	-1	1	-7
9	Cc1cc(C)nc(SCCCNCc2ccccc2)n1	-1	-3	-4	-3	1
10	OC[C@@H]1CN(CCN2CCOCC2)C[C@H](n2cnc3c(N4CCCC4)ncnc32)O1	7	-1	4	7	11

entry	HTRA1 inh	SIAE inh	TCR CD3 inh	rCAG binder	MBD2 DNA inh
1	14	-1	4	3	-2
2	-5	-9	0	0	-5
3	x	-4	7	0	-4
4	x	6	-2	2	3
5	6	5	9	-3	2
6	1	10	5	0	1
7	1	1	0	-9	-6
8	7	5	0	0	-5
9	5	5	5	-4	2
10	x	7	-9	-1	4

Carrying on:
entry	molecule	PRMT1 inh	UHRF1 MBD2 ctr	GC-A act	GC-B act	mABHD4 FP
11	C1=CN2CCC1C(c1ccccc1)C2 (centres undefined)	1	2	5	3	0
12	O=C(Nc1ccnn1C1CCN(C2CCC2)CC1)c1cccc(F)c1	-4	0	1	3	2
13	C=C1CCc2c([nH]c3ccc(OCC(C)C)cc23)C1=O	6	1	27	-12	6
14	Nc1nc2sc3c(c2cc1C(=O)N1CCOCC1)CCCC3	0	0	17	-5	7
15	O=C(O)C1CCN(S(=O)(=O)c2cccs2)CC1	-2	1	2	4	3
16	COc1ccc(CN2CCN(C(C)C(=O)N3CCc4ccccc43)CC2)cc1OC (centres undefined)	-2	0	-4	-5	4
17	O=C(Nc1ccccc1)Nc1nc(-c2ccccc2)cs1	2	1	12	6	3
18	COc1cccc(N2C(=O)C(c3ccccc3)=C(c3nc4ccccc4s3)C2NC(C)=O)c1 (centres undefined)	-3	-1	8	16	5
19	COc1ccc(OCC(=O)NCc2cccnc2)cc1	3	1	2	1	-8
20	CCCNC(=O)N1CCN(C(c2ccccc2)c2ccccc2)CC1	4	0	3	1	-2

entry	HTRA1 inh	SIAE inh	TCR CD3 inh	rCAG binder	MBD2 DNA inh
11	-7	12	-1	-2	2
12	-4	2	-1	1	-5
13	-21	-1	-2	5	-5
14	4	3	0	0	2
15	2	3	8	2	-8
16	1	14	-8	-8	0
17	-2	1	-5	43*	2
18	-12	2	3	3	-4
19	3	1	-2	2	5
20	-5	-6	7	-6	1

Going on with the list.
entry	molecule	PRMT1 inh	UHRF1 MBD2 ctr	GC-A act	GC-B act	mABHD4 FP
21	COc1ccc(C(=O)Nc2ccncc2)cc1S(=O)(=O)N1CCOCC1	1	-2	-1	-1	3
22	O=C(CC1C(=O)NCCN1Cc1cccc(F)c1F)NCCCC1CCCC1 (centres undefined)	3	-2	-4	-3	4
23	Cc1ccc(S(=O)(=O)N2CCN(CC(=O)NC(=O)NCc3ccco3)CC2)cc1C	1	1	3	0	-2
24	CC(C)C(NS(=O)(=O)c1cccc2nsnc12)C(=O)N1CCCCC1 (centres undefined)	1	-2	5	1	0
25	O=C1CC(c2ccccc2)n2nc(NC(=O)c3ccccn3)nc2N1 (centres undefined)	-7	2	-1	-1	-3
26	CCOC(=O)CC1C(=O)NCCN1C(=O)c1c(F)cccc1F (centres undefined)	2	4	-8	7	-7
27	CC(NC(=O)C(=O)N1CCOCC1)C(c1cccs1)N1CCN(c2ccccc2)CC1 (centres undefined)	5	-1	-1	2	-4
28	COc1ccc2c(c1OC)C(=O)OC2Nc1nc(-c2ccc([N+](=O)[O-])cc2)cs1 (centres undefined)	3	-1	1	-1	6
29	Cc1ccc(C(=O)C[n+]2cccc3cc(C)ccc32)cc1	0	-1	6	1	1
30	O=S(=O)(c1cccc(C(F)(F)F)c1)N1CCN(c2cnccn2)CC1	2	-1	0	3	5

entry	HTRA1 inh	SIAE inh	TCR CD3 inh	rCAG binder	MBD2 DNA inh
21	4	0	0	1	3
22	-2	-5	8	-4	0
23	-1	6	-1	4	-2
24	8	5	1	-3	0
25	2	-8	1	1	2
26	5	-3	1	2	0
27	0	2	-3	-4	3
28	-1	4	-2	6	-2
29	2	2	0	5	1
30	0	1	-5	-5	-1

Further structures:
entry	molecule	PRMT1 inh	UHRF1 MBD2 ctr	GC-A act	GC-B act	mABHD4 FP
31	COCCn1c(=NC(=O)CCS(=O)(=O)c2ccccc2)sc2ccccc21	-1	-1	1	2	4
32	COCCN(CCOC)Cc1c(O)ccc2c3c(c(=O)oc12)CCC3	0	-1	-1	-4	8
33	Cc1ccc(Cc2c(C)nc3nc(SCC(=O)NCCCN4CCCC4)nn3c2C)cc1	2	1	4	3	0
34	COC(=O)c1ccc(C(=O)NC2CCSc3ccccc32)cc1 (centres undefined)	-4	-1	-2	6	2
35	CCCOC(=O)CCNc1n[nH]c(=O)[nH]c1=O	-2	2	-3	0	2
36	COc1ccc(N2C(=O)[C@H]3CCC=C[C@H]3[C@@H]2c2ccccc2Br)cc1	2	-2	-12	-12	0
37	CC(O)c1nc2ccccc2n1C/C=C/c1ccccc1 (centres undefined)	-3	-1	12	0	-5
38	CCOC(=O)C(C#N)=CN1CCNc2ccccc21	-1	1	16	-6	-1
39	COc1ccc(Cc2c(-c3ccc(OC)c(OC)c3)nc3ccc(C)cn23)c(C)c1	3	24*	19	22	-5
40	CC#CC(=O)NCC1(N(C)Cc2ccccc2)Cc2ccccc2C1	-3	0	-4	1	-2

entry	HTRA1 inh	SIAE inh	TCR CD3 inh	rCAG binder	MBD2 DNA inh
31	-10	0	-9	2	2
32	-4	0	5	1	-1
33	1	-3	1	-1	2
34	-17	2	-2	-1	1
35	6	5	5	1	2
36	-34	0	3	9	3
37	-6	-1	-2	-4	-4
38	9	11	0	3	-2
39	x	6	-4	4	7
40	0	5	-3	-3	-6

Single records, as listed above:
CCCOC(=O)CCNc1n[nH]c(=O)[nH]c1=O reads PRMT1 inh: -2; UHRF1 MBD2 ctr: 2; GC-A act: -3; GC-B act: 0; mABHD4 FP: 2; HTRA1 inh: 6; SIAE inh: 5; TCR CD3 inh: 5; rCAG binder: 1; MBD2 DNA inh: 2
COCCn1c(=NC(=O)CCS(=O)(=O)c2ccccc2)sc2ccccc21 reads PRMT1 inh: -1; UHRF1 MBD2 ctr: -1; GC-A act: 1; GC-B act: 2; mABHD4 FP: 4; HTRA1 inh: -10; SIAE inh: 0; TCR CD3 inh: -9; rCAG binder: 2; MBD2 DNA inh: 2

(next part)
entry	molecule	PRMT1 inh	UHRF1 MBD2 ctr	GC-A act	GC-B act	mABHD4 FP
41	CCOC(=O)c1c(NC(=O)COC(=O)c2cnc(C)cn2)sc(C(=O)N(C)C)c1C	-3	0	0	-3	0
42	CN1CC=C(c2ccccc2)N(c2ccc(Cl)cc2)C1=O	-3	-3	2	-7	-2
43	COCC(=O)NCc1nc2ccccc2n1Cc1ccccc1F	-3	-2	-3	-3	2
44	O=C(OCc1ccc([N+](=O)[O-])cc1)C1CC(=O)N(Cc2ccccc2)C1 (centres undefined)	-1	-1	1	-8	-3

entry	HTRA1 inh	SIAE inh	TCR CD3 inh	rCAG binder	MBD2 DNA inh
41	-9	0	-2	-3	1
42	x	0	x	4	0
43	10	2	3	-6	-2
44	4	1	3	-1	0

Of the compounds above, 8 contain an aryl methoxy group:
entry	molecule	PRMT1 inh	UHRF1 MBD2 ctr	GC-A act	GC-B act	mABHD4 FP
6	COc1ccc(S(=O)(=O)NC(C)C(=O)NCc2ccncc2)cc1Cl (centres undefined)	-3	0	2	1	-4
16	COc1ccc(CN2CCN(C(C)C(=O)N3CCc4ccccc43)CC2)cc1OC (centres undefined)	-2	0	-4	-5	4
18	COc1cccc(N2C(=O)C(c3ccccc3)=C(c3nc4ccccc4s3)C2NC(C)=O)c1 (centres undefined)	-3	-1	8	16	5
19	COc1ccc(OCC(=O)NCc2cccnc2)cc1	3	1	2	1	-8
21	COc1ccc(C(=O)Nc2ccncc2)cc1S(=O)(=O)N1CCOCC1	1	-2	-1	-1	3
28	COc1ccc2c(c1OC)C(=O)OC2Nc1nc(-c2ccc([N+](=O)[O-])cc2)cs1 (centres undefined)	3	-1	1	-1	6
36	COc1ccc(N2C(=O)[C@H]3CCC=C[C@H]3[C@@H]2c2ccccc2Br)cc1	2	-2	-12	-12	0
39	COc1ccc(Cc2c(-c3ccc(OC)c(OC)c3)nc3ccc(C)cn23)c(C)c1	3	24*	19	22	-5

entry	HTRA1 inh	SIAE inh	TCR CD3 inh	rCAG binder	MBD2 DNA inh
6	1	10	5	0	1
16	1	14	-8	-8	0
18	-12	2	3	3	-4
19	3	1	-2	2	5
21	4	0	0	1	3
28	-1	4	-2	6	-2
36	-34	0	3	9	3
39	x	6	-4	4	7
